Screens (PubChem)
S1P4 antagonist: human S1P4 receptor antagonism; inhibition, % at 4.98 µM; actives 0.26% (n = 220,000); S1P4-expressing cells, antagonist mode, reporter read-out; in the data active means inhibition above about 29%;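 further: 0% = wells stimulated with agonist and 100% = vehicle wells without agonist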
Target sequence (O95977 whole entry, looked up): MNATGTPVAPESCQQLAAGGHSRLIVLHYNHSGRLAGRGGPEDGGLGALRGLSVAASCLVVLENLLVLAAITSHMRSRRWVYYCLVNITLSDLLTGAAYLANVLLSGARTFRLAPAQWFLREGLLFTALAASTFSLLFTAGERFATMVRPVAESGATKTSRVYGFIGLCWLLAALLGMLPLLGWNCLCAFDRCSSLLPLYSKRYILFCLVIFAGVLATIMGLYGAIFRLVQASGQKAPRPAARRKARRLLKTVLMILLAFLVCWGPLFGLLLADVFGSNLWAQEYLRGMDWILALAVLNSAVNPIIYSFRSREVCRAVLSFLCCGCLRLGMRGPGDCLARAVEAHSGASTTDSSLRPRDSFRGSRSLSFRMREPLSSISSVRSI
NPY2 pot ag: potentiates or activates human NPY-Y2 receptor; P49146; cells expressing NPY-Y2, potentiator/agonist read-out; activation, % at 3.6 µM; actives 0.45% (n = 220,000); AID 1359; in the data active means activation above about 27%;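 further: cells stimulated with NPY near EC25 plus isoproterenol at EC100; 0% = vehicle plus submaximal agonist and 100% = vehicle plus saturating agonist; some results beyond the cut were filed as inactive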
S1P4 ag: activates the human S1P4 receptor. O95977. S1P4-expressing cell line, agonist reporter assay. activation, % at 4.98 µM. actives 0.35% (n = 220,000). AID 1509; in the data active means activation above about 11%;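 further: 0% = DMSO vehicle and 100% = reference agonist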
BaF3 parental: counter-screen for JAK2V617F inhibitors: parental Ba/F3 viability inhibitors; CellTiter-Glo ATP luminescence; inhibition, % at 5.6 µM; actives 1.1% (n = 220,000); AID 1486;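 active means inhibition above a per-campaign cutoff, the mean inhibition of all tested compounds plus 3 SD, cut at about 27% in these data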;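 further: 0% = DMSO wells and 100% = JAK Inhibitor I control wells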
CHOP inh: blocks CHOP induction under ER stress; inhibition, % at 10 µM; CHO-K1 CHOP-promoter luciferase, tunicamycin-induced, 15-18 h; actives 3.8% (n = 220,000);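 active means compounds that reduced the stress-induced luciferase reporter signal by more than about 70% of percent inhibition, limit read from the data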;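 further: 0% = tunicamycin plus vehicle and 100% = wells without tunicamycin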
NCF1 inh: blocks human p47phox regulatory protein of NADPH oxidases; inhibition, % at 24.7 µM; p47phox/p22phox peptide binding, fluorescence polarization, 2 h; actives 0.53% (n = 220,000);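 active means inhibition above about 30%, limit read from the data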;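 further: 0% = p47phox with labelled peptide and 100% = labelled peptide alone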
Target sequence (P14598 whole entry, looked up): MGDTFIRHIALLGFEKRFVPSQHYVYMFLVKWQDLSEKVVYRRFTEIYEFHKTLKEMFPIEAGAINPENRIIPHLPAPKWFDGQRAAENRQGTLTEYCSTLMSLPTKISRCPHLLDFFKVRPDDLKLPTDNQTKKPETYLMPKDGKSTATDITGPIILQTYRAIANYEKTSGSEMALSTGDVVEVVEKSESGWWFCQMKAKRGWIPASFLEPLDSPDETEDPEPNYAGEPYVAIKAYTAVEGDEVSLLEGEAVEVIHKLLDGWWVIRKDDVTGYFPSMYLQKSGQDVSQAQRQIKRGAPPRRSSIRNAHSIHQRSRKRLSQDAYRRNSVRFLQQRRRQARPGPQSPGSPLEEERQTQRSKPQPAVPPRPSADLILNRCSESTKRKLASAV
NPY Y1 blocker: blocks the human neuropeptide Y Y1 receptor | P25929 | HEK293-CNG Y1 cells, membrane potential fluorescence; NPY at EC95, then isoproterenol | inhibition, % at 3.6 µM | actives 1% (n = 200,000) | AID 1040;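 active means inhibition above the campaign mean inhibition of all tested compounds plus 3 SD, cut at about 20% in these data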;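 further: 0% = DMSO wells given NPY plus isoproterenol and 100% = isoproterenol alone without NPY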
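Test system – HEK293 Y1/CNG channel cell line · Also added – NPY agonist 25 nM, then isoproterenol 1 µM plus Ro 20-1724 25 µM · Compound dosing – one concentration, 3.6 µM, in 0.4% DMSO · Schedule – compound incubation 1 h at room temperature, readout 45 min post-stimulation · Technique – fluorescence, membrane potential probe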
NPY1 pot ag: potentiates or activates human NPY-Y1 receptor | P25929 | NPY-Y1 expressing cells, potentiator/agonist activation | activation, % at 3.6 µM | actives 0.37% (n = 220,000); in the data active means activation above about 33%, passing the limit was not always enough;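 further: cells stimulated with NPY at EC10 then isoproterenol at EC100; 0% = low agonist plus stimulus and 100% = saturating agonist plus stimulus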
Ba/F3 V617F tox: reduce viability of Ba/F3 cells dependent on JAK2V617F. Ba/F3 EpoR-JAK2V617F viability, ATP luminescence. inhibition, % at 5.6 µM. actives 1.1% (n = 220,000);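 active means inhibition above the campaign mean plus 3 SD over all tested compounds, cut at about 24% in these data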;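 further: cytokine-independent growth of Ba/F3 cells driven by EpoR plus mutant JAK2; 0% = DMSO-treated cells and 100% = JAK inhibitor I control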
* = called active by the depositor; · = not tested or not shown.

SMILES	S1P4 antagonist	NPY2 pot ag	S1P4 ag	BaF3 parental	CHOP inh	NCF1 inh	NPY Y1 blocker	NPY1 pot ag	Ba/F3 V617F tox
Cc1nc(N2CCC(C(N)=O)CC2)c2nnn(Cc3ccccc3)c2n1	-11.2	3.5	-0.4	-1.1	-16.4	-2.6	1.0	4.3	-4.2
COc1ccc2c(=O)c(-c3ccc4c(c3)OCO4)coc2c1	12.6	9.0	1.7	3.5	21.2	-7.0	1.5	6.8	-2.3
O=C(NCc1ccco1)c1ccc(-c2cccc(Cl)c2)o1	0.7	-23.7	0.2	2.9	5.1	-2.3	3.6	-8.8	-3.5
CC(C)(C)NC(=O)NC(=O)COc1ccccc1C#N	-0.3	6.6	-1.9	3.7	-31.0	2.2	5.1	4.0	5.5
COCCn1c(-c2cccs2)csc1=Nc1cccnc1	-6.2	5.3	-0.7	2.5	14.8	-2.5	0.3	3.4	-1.9
O=S(=O)(Nc1ncnc2sc3c(c12)CCC3)c1ccc(Cl)s1	-18.1	46.1*	1.9	3.9	26.6	-23.0	-13.5	51.9*	-3.0
COc1ccc(CN(CC(=O)NC2CCCC2)C(=O)c2ccc(-c3ccccc3)[nH]2)cc1	-10.4	-7.5	0.8	-0.1	-37.2	-22.8	-2.3	2.7	-3.0
COc1ccc(NC(=O)COC(=O)[C@@H](NC(=O)c2c(F)cccc2F)C(C)C)cc1	-2.3	2.0	0.4	6.4	-9.2	-6.3	0.1	6.1	-0.5
Cc1ccc(N2CC(=O)N(CC(=O)O)C2=O)cc1	0.4	-9.8	-1.3	1.1	-13.0	3.6	10.3	-5.0	-3.0
Cc1cccc(C(=O)NC2CCN(C(=O)N3CCOCC3)CC2)c1	-17.1	5.4	0.4	1.9	26.4	-2.5	3.1	2.0	2.6
N#Cc1c(NCCN)nc(NCc2ccccc2)c2c1CCN(Cc1ccccc1)C2	-21.5	1.1	2.4	4.6	·	·	10.3	11.1	3.3
CCOC(=O)C1CCN(c2nc(N)c3c(N)nc(SCC(=O)O)cc3c2C#N)CC1	-0.5	5.5	0.3	1.1	6.8	-42.9	·	13.7	-3.0
CCOC(=O)C(C)c1nc2ccccc2[nH]c1=O (stereo not given)	-28.2	5.8	1.7	0.4	24.9	-5.6	-2.4	2.3	1.6
COc1ccccc1CCNC(=O)C1CCCO1 (stereo not given)	-2.0	-16.4	2.5	6.0	-37.6	0.8	0.4	-4.6	2.5
COCC1CCCN(Cc2nc(Cc3ccccc3)no2)C1 (stereo not given)	-10.3	-0.5	2.0	-4.2	2.8	7.1	-2.4	-16.4	-4.0

Quoted from the listing.
Result of O=S(=O)(Nc1ncnc2sc3c(c12)CCC3)c1ccc(Cl)s1 in NPY Y1 blocker: -13.5
Result of N#Cc1c(NCCN)nc(NCc2ccccc2)c2c1CCN(Cc1ccccc1)C2 in S1P4 ag: 2.4

(next part)
SMILES	S1P4 antagonist	NPY2 pot ag	S1P4 ag	BaF3 parental	CHOP inh	NCF1 inh	NPY Y1 blocker	NPY1 pot ag	Ba/F3 V617F tox
NC1=NS(=O)(=O)NC1c1ccc(Cl)cc1 (stereo not given)	-10.4	-8.2	0.2	-1.5	17.8	-14.4	1.9	10.2	-3.9
CC(=O)Nc1cccc(NC(=O)C2CCCN2C(=O)Nc2ccccc2C)c1 (stereo not given)	-7.9	-0.7	-1.1	7.2	-4.0	-19.5	-5.0	-27.6	-0.8
O=C(/C=C/c1cn(-c2ccccc2)nc1-c1ccc2c(c1)OCCO2)NCCCN1CCOCC1	1.9	-4.1	-1.3	6.8	11.3	-31.7	4.8	-9.8	4.7
COc1ccc(CSc2n[nH]c(C)n2)cc1[N+](=O)[O-]	1.8	0.6	0.8	8.9	-1.9	8.4	1.7	11.2	3.6
Cc1ccc(N2C(=O)CC(N(CCc3ccccc3)C(=S)Nc3ccc(N(C)C)cc3)C2=O)cc1 (stereo not given)	-23.9	11.6	0.0	2.3	29.1	1.4	-4.2	23.4	-3.3
CN1/C(=C\C(=S)Nc2ccccc2)C(C)(C)c2ccccc21	-20.3	3.9	-0.5	46.4*	-2.0	-85.2	3.1	0.8	43.4*
Cn1c(SCC(=O)Nc2nc3c(s2)CCCC3)nnc1-c1ccccc1	-8.8	-1.8	0.1	2.3	51.4	0.0	-7.9	1.0	-3.1
CCNc1nc2nc3ccc(C)cn3c(=O)c2cc1C(=O)NCC1CCCO1 (stereo not given)	-23.0	11.3	12.9*	6.0	-20.2	2.2	-5.5	-2.2	2.0
CCN(CC)c1ccc(C=Nc2ccc(C)cc2C)c(O)c1	10.2	-7.3	3.3	4.7	-3.7	-17.6	-4.3	7.4	-4.2
Nc1ccc(S(=O)(=O)N2CCCC2)cc1	-3.7	10.9	-2.7	2.1	-4.8	-14.3	1.0	14.5	-3.5
COc1ccc(CN(C(=O)c2ccco2)c2ccccc2)cc1	-7.2	-3.1	1.9	4.8	12.8	-0.4	2.7	-8.5	3.0
CC(C)NC(=O)CC(=O)N/N=C/c1cccs1	6.6	-3.2	-3.6	0.5	-25.7	-18.6	7.8	7.6	-3.7
Cc1cc(C)nc(/N=C(\N)C2=C(O)CC(C)(C)CC2=O)n1	-8.7	6.8	-2.3	7.6	11.2	-9.1	-7.3	-1.2	3.6
C=CCNC(=S)Nc1ccc(C)cc1[N+](=O)[O-]	-14.1	7.1	0.7	2.6	15.6	-7.6	4.2	8.3	-2.0
CCOc1ccc(Br)cc1CC(=O)O	10.0	-14.6	3.7	1.8	13.7	-11.0	8.8	-14.7	4.0

Fetched by structure from the entries so far:
SMILES	S1P4 antagonist	NPY2 pot ag	S1P4 ag	BaF3 parental	CHOP inh	NCF1 inh	NPY Y1 blocker	NPY1 pot ag	Ba/F3 V617F tox
CC(=O)Nc1cccc(NC(=O)C2CCCN2C(=O)Nc2ccccc2C)c1 (stereo not given)	-7.9	-0.7	-1.1	7.2	-4.0	-19.5	-5.0	-27.6	-0.8
NC1=NS(=O)(=O)NC1c1ccc(Cl)cc1 (stereo not given)	-10.4	-8.2	0.2	-1.5	17.8	-14.4	1.9	10.2	-3.9
Cc1ccc(N2C(=O)CC(N(CCc3ccccc3)C(=S)Nc3ccc(N(C)C)cc3)C2=O)cc1 (stereo not given)	-23.9	11.6	0.0	2.3	29.1	1.4	-4.2	23.4	-3.3
Cc1cc(C)nc(/N=C(\N)C2=C(O)CC(C)(C)CC2=O)n1	-8.7	6.8	-2.3	7.6	11.2	-9.1	-7.3	-1.2	3.6

(next part)
SMILES	S1P4 antagonist	NPY2 pot ag	S1P4 ag	BaF3 parental	CHOP inh	NCF1 inh	NPY Y1 blocker	NPY1 pot ag	Ba/F3 V617F tox
COc1cc2oc(=O)cc(C)c2c(OC)c1OC	-9.8	-13.5	-0.9	3.7	-37.1	2.2	9.3	-12.5	0.1
O=C(N/N=C/c1ccncc1)C1C2CCCCCCC21 (stereo not given)	13.6	-11.1	1.4	4.7	-17.0	-5.2	1.6	-4.9	-0.6
CCOc1ccc(N2Nc3n[nH]c(N)c3N2)cc1	14.1	23.0	2.6	0.5	7.0	1.6	0.6	10.5	-4.6
C/C(=N\N=C1\NC(=O)CS1)c1cccs1	-53.9	10.0	1.6	6.3	-0.8	1.7	11.7	-7.6	-1.0
CCOC(=O)C1=NN(C(=O)Nc2cccc(C(F)(F)F)c2)C2C(=O)N(c3cccc(C(F)(F)F)c3)C(=O)C12 (stereo not given)	-5.0	-21.6	-2.7	1.9	3.8	-3.2	8.3	-42.7	-1.7
COc1ccc(Cc2noc(CN3CCNC(=O)CC3)n2)cc1OC	-130.4	-1.2	-0.9	9.5	-17.7	-3.2	0.6	1.5	0.4
COc1ccc(Nc2nc(Cl)nc(Nc3ccc(OC)cc3OC)n2)c(OC)c1	-14.6	-7.4	2.2	1.7	18.2	-3.6	14.2	-1.9	-4.5
c1ccc(-c2noc(CC3CCCCC3)n2)cc1	-6.2	-8.1	-1.6	2.9	-5.0	-2.1	10.8	4.5	0.1
COc1ccccc1C(=O)NCc1ccccn1	-2.2	-4.1	-0.4	2.5	-4.4	-8.2	-5.1	2.0	-1.7
COc1ccc(C2NC(=O)c3n[nH]c(C)c32)c(OC)c1 (stereo not given)	-7.0	2.3	2.5	3.5	36.2	-16.9	3.2	-10.3	-0.9
C=CCN1C(=O)C2C3CC(=O)C(c4ccccc43)C2C1=O (stereo not given)	-8.8	7.9	1.1	1.0	1.3	-1.6	-3.2	12.5	-6.3
Cc1ccc(C(C(=O)Nc2ccc3c(c2)OCO3)N(C)C(=O)/C=C\c2ccc3c(c2)OCO3)cc1 (stereo not given)	-2.9	-28.4	0.8	4.7	7.5	-2.0	0.5	-26.6	1.3
CCOc1ccccc1NC(=O)CSc1nnnn1-c1ccc(C(=O)OC)cc1	14.9	-22.5	-0.4	1.4	35.1	-6.6	-2.5	-10.3	2.0
CCOC(=O)N/N=C(/c1ccccc1)C1CCCCC1	-8.0	7.6	1.1	0.3	23.5	1.7	1.9	8.9	-2.1
CCOc1ccc(Br)cc1S(=O)(=O)NCCN(C)C	-12.6	2.6	-3.5	-0.3	-0.4	-18.3	-5.9	-15.7	-4.6
O.O.O.O=S(=O)([O-])OC[C@H]1O[C@@H](O[C@]2(COS(=O)(=O)[O-])O[C@H](OS(=O)(=O)[O-])[C@@H](OS(=O)(=O)[O-])[C@@H]2OS(=O)(=O)[O-])[C@H](OS(=O)(=O)[O-])[C@@H](OS(=O)(=O)[O-])[C@@H]1OS(=O)(=O)[O-].[Al]	-18.0	-0.4	1.8	8.1	26.8	-4.1	-3.3	-0.6	0.1
Cc1cccc(OCC(=O)O/N=C(\N)Cc2cccs2)c1	-11.5	6.6	1.5	-0.3	19.4	-13.0	5.0	11.8	0.4
Cc1cc(O)c(C(C)C)cc1N=Nc1ccccc1C(=O)O	-22.4	-24.2	0.4	-1.6	-31.3	-94.4	·	1.3	1.1
CN1CCN(/C=N/c2c(C#N)cnn2C)CC1	-24.8	1.4	2.5	3.6	-31.3	-3.2	-5.7	-7.5	4.0
Cc1[nH]nc(SCC(=O)NCC(C)C)c1[N+](=O)[O-]	-22.7	8.0	-0.2	4.3	-26.6	-3.2	3.0	5.6	0.2
CCCCOc1ccc(-c2ncc(N)cn2)cc1	-11.9	-1.7	2.8	2.4	2.8	-5.5	·	3.7	-4.2
O=C(O)C1CC(=O)N(CCc2ccccc2)C1 (stereo not given)	9.1	1.2	0.4	1.1	3.4	4.0	2.5	10.8	-3.8
Cc1ccc(C)c(N(C(=O)Cc2cccs2)C(C(=O)NC2CCCC2)c2ccc(C)o2)c1 (stereo not given)	-3.0	-2.6	-1.1	-0.6	29.3	-6.5	3.7	13.5	-6.8
O=C(Cc1ccccc1)Nc1cccc(NC(=O)c2cccs2)c1	-13.1	9.2	1.7	0.4	40.0	-9.0	-1.6	2.0	-2.0
Cc1ccc2c(c1)N(CCCC(=O)NCCCN1CCCC1=O)C(=O)CO2	10.9	13.5	0.3	9.8	-4.2	-0.2	6.2	1.7	2.8
O=C(NCCCn1ccnc1)c1cn(-c2ccccc2)nc1-c1ccc(F)cc1	9.7	-8.0	1.1	4.5	15.0	-14.8	-1.6	9.3	-0.3
CCOC(=O)CC(=O)CSc1nnc2sc3ccccc3n12	-12.3	4.2	1.6	7.7	56.5	-0.1	-2.8	4.4	-0.4
COc1cccc(C(=O)OCC(=O)Nc2ccccc2N2CCOCC2)c1	-29.5	6.1	1.0	0.1	-2.6	-0.9	2.6	-18.5	2.2
N#CC(c1ccccc1)(c1ncc(C(F)(F)F)cc1Cl)N1CCOCC1 (stereo not given)	-13.1	9.3	-0.7	4.0	2.3	41.7*	5.4	-12.0	-4.7
COC(=O)CSc1[nH]c2ccc(Br)cc2c1[N+](=O)[O-]	-22.0	-0.6	0.6	3.0	-3.9	0.4	0.6	3.5	2.2
